# Insulin prom inh: TRM-6 insulin promoter activity inhibition; TRM-6 cells (human fetal islet line), insulin promoter-eGFP reporter, imaging; reporter expression induced with tamoxifen; 130,000 tested, 0.9% active; inhibition, % at 2 µM;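 active means inhibition above the mean plus 3 SD, with well images judged a real hit on visual review, cut at about 60% in these data, passing the limit was not always enough; inconclusive means inhibition over the cutoff but images rejected on review; inactive means inhibition not above the cutoff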
# sdo1 growth: compounds rescuing growth of sdo1-depleted yeast, bone marrow failure model | S. cerevisiae sdo1-depleted JHY4D growth rescue, OD600 30 h; active compounds read high; pdr5 snq2 efflux-pump mutant strain | z-score at 10 µM | 140,000 tested, 0.21% active | AID 817;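 active means z-score above 3 at both the 24 hr and the 30 hr optical density reads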;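 further: z-score against mean and SD of all compound wells on the same plate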
# sdo1 growth Rescue 24 h: second read-out of sdo1 growth, no call of its own (marks repeat the call); z-score; S. cerevisiae sdo1-depleted JHY4D growth rescue, OD600; measured here: growth rescue at 24 h;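 0 is the plate mean of compound wells and units are plate SD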
# Active calls of the source: *; ? = inconclusive; . = not tested or not shown.
SMILES,Insulin prom inh,sdo1 growth,sdo1 growth Rescue 24 h
CN1CC=C2C(C#N)=C(N)C(C#N)(C#N)C(c3ccsc3)C2C1 (stereo not drawn),-51,0.37,-0.19
Cc1cc(NC(=O)CSc2ncnc3c2cnn3-c2cccc(Cl)c2)no1,11,.,.
CCn1nc(C)c(NC(=O)CSc2nnc(-c3ccco3)n2C)c1C,81*,0.17,-0.88
CNC(=O)CSc1nnc(CCc2ccccc2)n1-c1ccccc1,47,0.23,0.53
Cc1cc(C)n2nc(C(=O)N/N=C/c3ccc(Cl)cc3)nc2n1,-8,.,.
Cc1ccccc1NC(=S)c1nc2ccccc2[nH]1,97*,-0.86,-0.53
COc1ccccc1N1CCN(CC(=O)Nc2ccc(C)c(F)c2)CC1,.,0.25,0.01
O=C(OCC(=O)N1CCCc2ccccc21)c1ccc(Br)o1,.,-0.4,-0.38
Cc1ccc(NCCC(=O)c2ccc(Cl)cc2)cc1,17,2.2,3
COC(=O)c1ccc2c(=O)n(-c3ccccc3)c(SCN3C(=O)c4ccccc4C3=O)nc2c1,3,0.42,-0.02
Oc1ccccc1N=Nc1nc(-c2ccccc2)c(-c2ccccc2)[nH]1,-1,-1.3,0.82
Cn1cc(Cl)c(C(=O)NC2CCCC2)n1,.,0.3,-0.04
O=C(CCNC(=O)Cn1ccc2ccccc2c1=O)NCCN1CCc2ccccc2C1,23,0.66,-0.18
O=C(O)CNS(=O)(=O)c1ccc(-c2ccccc2)cc1,-11,0.41,-0.04
Cc1nc(SCc2c(F)cccc2Cl)n[nH]1,41,0.68,0.39
COC(=O)C(C)Sc1nnc(Cc2cc(=O)[nH]c(=O)[nH]2)n1-c1ccc(OC)cc1 (stereo not drawn),.,0.15,-0.01
CC1CC(C)CN(CCCNC(=O)CC2Oc3ccccc3NC2=O)C1 (stereo not drawn),.,0.08,-0.18
COc1cc(C=O)ccc1OCCCOc1ccccc1[N+](=O)[O-],33,-1.2,-0.94
CCOC(=O)c1c(C)[nH]c(C(=O)CSc2nnc(Nc3ccccc3F)s2)c1C,-29,-0.88,0.29
O=C(CSc1nnc(-c2ccccc2)c(-c2ccccc2)n1)Nc1ncc(Cl)cc1Cl,.,-1.7,-1.4

# Profiles, quoted from the list. Order of values: Insulin prom inh, sdo1 growth, sdo1 growth Rescue 24 h
# Record of `Cc1ccc(NCCC(=O)c2ccc(Cl)cc2)cc1` → 17, 2.2, 3
# Record of `O=C(CCNC(=O)Cn1ccc2ccccc2c1=O)NCCN1CCc2ccccc2C1` → 23, 0.66, -0.18
# Record of `Oc1ccccc1N=Nc1nc(-c2ccccc2)c(-c2ccccc2)[nH]1` → -1, -1.3, 0.82

# Returning to the listing, starting 4 compounds before the break.
SMILES,Insulin prom inh,sdo1 growth,sdo1 growth Rescue 24 h
CC1CC(C)CN(CCCNC(=O)CC2Oc3ccccc3NC2=O)C1 (stereo not drawn),.,0.08,-0.18
COc1cc(C=O)ccc1OCCCOc1ccccc1[N+](=O)[O-],33,-1.2,-0.94
CCOC(=O)c1c(C)[nH]c(C(=O)CSc2nnc(Nc3ccccc3F)s2)c1C,-29,-0.88,0.29
O=C(CSc1nnc(-c2ccccc2)c(-c2ccccc2)n1)Nc1ncc(Cl)cc1Cl,.,-1.7,-1.4
O=C(Cn1cc(Cl)ccc1=O)c1ccc(Cl)cc1,-19,0.13,-0.68
O=C(N/N=C/c1ccco1)c1cccc(S(=O)(=O)Nc2ccccc2Cl)c1,22,0.85,1.3
Cc1nn(S(=O)(=O)c2ccccc2)c(C)c1Sc1ccc([N+](=O)[O-])cc1,-36,0.13,-1.3
O=C(CSc1nnc(-c2ccccc2)o1)Nn1cnnc1,.,0.68,-0.16
CCOC(=O)/C(C#N)=C\C1=C(N2CCCC2)CC(C)(C)OC1,3,-0.48,-0.82
Cc1ccc2[nH]c(-c3cccc(F)c3)cc(=O)c2c1,-150,0.69,0.49
CCOC(=O)C1NN=C(C(=O)c2ccccc2)C1c1ccccc1 (stereo not drawn),29,-0.58,-0.7
COc1cccc(-n2c(CN3CCN(Cc4ccccc4)CC3)nc3ccc([N+](=O)[O-])cc3c2=O)c1,3,-0.41,-0.64
CC(C)=NNc1nc2c(c(=O)[nH]c(=O)n2C)n1CCc1ccccc1,22,.,.
COc1cc2[nH]c(=O)n(CCCCCC(=O)N3CCN(c4ccccn4)CC3)c(=O)c2cc1OC,5,2,1.6
O=C(Cn1nnc2ccccc2c1=O)N1CCOCC1,53,.,.
CCc1oc2c(C)c(O)ccc2c(=O)c1-c1ccc2ccccc2n1,21,-0.61,0.2
Cc1ccc(-n2c(CNc3ccc(F)cc3)nnc2SCC(=O)N2CCOCC2)cc1,50,0.15,-0.07
CCn1nnc(-c2ccccc2NS(=O)(=O)c2ccc(S(=O)(=O)N3CCCCCC3)cc2)n1,6,-0.93,-0.91
COc1ccc(CCNC(=O)CN2C(=O)c3ccccc3C2=O)cc1,25,0.32,-0.05
CCC(CC)C(=O)c1c[nH]c(C(=O)NCC2CCCO2)c1 (stereo not drawn),-31,0.2,-0.41
Cc1noc(C)c1CSc1nnc2scc(-c3ccccc3)n12,.,2,1.8
Cc1csc(NC(=O)CSc2nnc(CCNC(=O)c3cccs3)n2C)n1,-370,-0.2,-0.11
CCOc1ccc(N2CC(C(=O)Nc3cc(C)on3)CC2=O)cc1 (stereo not drawn),.,1.1,0.6
CCOc1ccc(-n2c(SCC(=O)NCc3ccco3)nc3c([nH]c4ccccc43)c2=O)cc1,-30,.,.
COc1ccccc1NC(=S)NC(C)=O,32,.,.
CCOC(=O)c1c(C)[nH]c(C(=O)COC(=O)c2ccc(N3CCCC3=O)cc2)c1C,36,-1.5,-0.68
CC(=O)N1N=C(c2ccc(C)o2)CC1c1ccc(Br)cc1 (stereo not drawn),.,-1.6,-1.1
O=C(Nc1cccc(F)c1)c1cc(S(=O)(=O)NCCC2=CCCCC2)ccc1F,.,-1.9,-1.6
N#Cc1ccc(NC(=O)N2CCC(c3nc4c(nnn4Cc4cccc(Cl)c4)c(=O)[nH]3)CC2)cc1,.,1.5,2
COc1cc(C(=O)Nc2ccc3c(c2)Cc2cc(NC(=O)c4cc(OC)c(OC)c(OC)c4)ccc2-3)cc(OC)c1OC,.,-0.43,0.79
CC(C)C(=O)NC(=S)Nc1ccc(S(=O)(=O)NC(C)(C)C)cc1,14,-0.63,-0.78
CC(C)CC(=O)NC(=S)NCc1ccccc1,-24,0.33,0.04
COCCN(C(=O)C(F)(F)F)C(C(=O)NC1CCCCC1)c1ccco1 (stereo not drawn),.,-0.18,-0.6
Cc1ccc2c(c1)NC(=O)C(CC(=O)Nc1ccc(CN3CCC(C)CC3)cc1)O2 (stereo not drawn),.,-0.61,-0.85
COc1ccc(C(=O)NC2(C(F)(F)F)N=C3SCCN3C2=O)cc1 (stereo not drawn),.,0.9,1.1
O=C(Nc1cc2c(ccc3ccccc32)oc1=O)C1CCCCC1,.,-0.34,1.8
CCOC(=O)N1CCN(C(=O)c2nc3ccccc3s2)CC1,31,-0.08,-0.34
C#CC[N+]1(CC#Cc2ccc(C#CC[N+]3(CC#C)CCOCC3)cc2)CCOCC1,45,0.46,0.26
Cc1cccc(/C=N\NC(=O)c2csnn2)c1,-37,-0.11,-0.55
COc1ccccc1NC(=O)CN1CCN(c2ccccn2)CC1,-14,-0.29,-1
COc1ccccc1C(c1nnnn1CC1CCCO1)N1CCC(C(N)=O)CC1 (stereo not drawn),50,0.93,1.1
CCOC(=O)CNc1cccc(C(F)(F)F)c1,-11,.,.
COc1ccc(/C=N/c2oc(-c3ccccc3)cc2C#N)cc1OC,-30,0.06,0.05
COc1ccccc1-c1cc(N)n[nH]1,.,-0.03,0.3
COc1ccc(Br)cc1C(=O)O,9,0.04,-0.87
Cc1cc(-n2c(SCC(=O)NCc3cccs3)nc3n[nH]c(C)c3c2=N)ccc1Cl,.,-0.77,-0.22
O=C(CSc1nnc(CCc2nc3ccccc3[nH]2)n1-c1ccccc1)NCc1ccccc1,27,-0.02,0.16
Cc1ccc(S(=O)(=O)N2CCC(C(=O)N[C@@H](C)C(=O)Nc3ccc4c(c3)OCO4)CC2)cc1,.,0.49,-0.13
CN(C)c1ccc(C(=O)c2ccccc2C(=O)O)c(O)c1,35,1.2,1.3
CCN(CC)CCCNC(=O)Cn1cc2c(n1)CCC(C)C2 (stereo not drawn),.,0.26,0.25
Cc1cccc(N2CCN(c3ccc(N4C(=O)CCCC4=O)cc3[N+](=O)[O-])CC2C)c1 (stereo not drawn),24,-1.4,-1.9
Clc1ccc(SCCCCN2CCNCC2)cc1,7,-0.45,-0.38
COc1cccc(OC)c1C(=O)Nc1ccc(S(=O)(=O)Nc2cc(C)nc(C)n2)cc1,31,1.4,1.6
CC(=O)NC1=NN(C(C)=O)C(C)(c2ccc(Br)cc2)S1 (stereo not drawn),-9,.,.
CN(Cc1ccccc1)C(=O)CCSc1nc(-c2ccc3c(c2)OCO3)cc(C(F)(F)F)n1,57,-0.92,-0.64
O=C(Nc1cccc(CCc2ccccn2)c1)c1cc(F)c(F)cc1Cl,-62,-0.87,-0.59
CCOc1ccc(-c2ccc(SCC(=O)NCC3CCCO3)nn2)cc1 (stereo not drawn),35,.,.
Cc1ccc(S(=O)(=O)N2CCCCC2)cc1NC(=O)CSc1nnc(N)s1,50,.,.
CC(=O)c1cccc(NS(=O)(=O)c2ccc(N/C=C/C(=O)c3ccc(F)cc3)cc2)c1,-222,-0.7,-0.6
CN(C)S(=O)(=O)Oc1ccccc1C(=O)Nc1ccc(F)cc1F,-24,.,.
COc1cccc(C(=O)/C=C/Nc2ccc(S(=O)(=O)Nc3ncccn3)cc2)c1,6,0.28,0.88
Cc1ccc(C(=O)NC(=S)N2CC(C)OC(C)C2)cc1[N+](=O)[O-] (stereo not drawn),7,0.53,1.5
Cc1ccc(S(=O)(=O)c2c(C)nn(C(C)(C)C)c2OC(=O)c2cccs2)cc1,-38,-1.8,-1.2
CC(NC(=O)C1CC12CCC2)c1ccccc1 (stereo not drawn),.,3.5,3

# Copied from the entries so far (four entries):
SMILES,Insulin prom inh,sdo1 growth,sdo1 growth Rescue 24 h
CC(=O)c1cccc(NS(=O)(=O)c2ccc(N/C=C/C(=O)c3ccc(F)cc3)cc2)c1,-222,-0.7,-0.6
CN(C)S(=O)(=O)Oc1ccccc1C(=O)Nc1ccc(F)cc1F,-24,.,.
COc1cccc(C(=O)/C=C/Nc2ccc(S(=O)(=O)Nc3ncccn3)cc2)c1,6,0.28,0.88
Cc1ccc(C(=O)NC(=S)N2CC(C)OC(C)C2)cc1[N+](=O)[O-] (stereo not drawn),7,0.53,1.5

# Continued:
SMILES,Insulin prom inh,sdo1 growth,sdo1 growth Rescue 24 h
COc1ccc2oc(-c3cccc(NC(=O)CSc4ccc(Cl)cc4)c3)nc2c1,.,-0.97,-0.55
O=[N+]([O-])c1ccc(O)c(/C=N/Nc2ccccn2)c1,.,-1.7,-1.1
CC1=CCC[C@@H]2[C@@](C)(CC/C(C)=C/C(=O)O)[C@H](C)CC[C@@]12C,14,-0.73,0.06
COc1ccc(NS(=O)(=O)c2ccc(NC(=S)NC(=O)c3cccc(F)c3)cc2)nn1,6,-0.15,-0.91
COc1cccc(C2=NOC(C(=O)NCc3ccccn3)C2)c1 (stereo not drawn),.,0.61,-0.01
CCC(C)N(C(=O)COC(=O)CNC(=O)c1ccccc1F)C1CCS(=O)(=O)C1 (stereo not drawn),?,.,.
Cc1ccc(NCc2cccnc2)cc1,-12,-0.57,-0.94
Cc1ccc(C(=O)NC(=S)Nc2cc(C(F)(F)F)ccc2Cl)cc1,-23,-0.91,-0.21
COc1ccccc1NC(=O)CC(NCc1ccccc1)C(=O)O (stereo not drawn),-11,0.87,0.55
COCCCNC(=O)CN(Cc1ccc(Cl)cc1)S(C)(=O)=O,-19,0.94,0.51
COc1ccc(OC)c(S(=O)(=O)Nc2cc(OC)c(Cl)cc2OC)c1,23,-0.78,-0.26
CCOc1ccc(-n2c(Cc3cc(=O)[nH]c(=O)[nH]3)nnc2SCC(=O)Nc2nnc(C)s2)cc1,-5,.,.
COC(=O)c1cccc(N(C(=O)CNC(=O)c2ccco2)C(C(=O)NC2CCCC2)c2ccco2)c1 (stereo not drawn),21,0.2,-0.08
COc1ccc(/C=C2\SC(=O)N=C2N)cc1OC,41,0.3,0.05
CCCCNC(=O)C(CC)Sc1nc2sc(C(=O)OC)c(C)c2c(=O)n1N (stereo not drawn),-25,0.14,0.3
CCOC(=O)c1c(C)[nH]c(C(=O)COC(=O)c2ccc(F)c(S(=O)(=O)N3CCOCC3)c2)c1C,32,0.07,1.1
CCOC(=O)N1CCC(NC(=O)CCC(=O)N2CCOc3ccc(C)cc32)CC1,.,0.99,0.73
Cn1c(=O)cc(OCCCC(=O)NCCN2CCN(c3ccccc3F)CC2)c2ccccc21,.,0.58,0.11
COc1ccc(NC(=S)NCC(O)c2ccccc2)c(OC)c1 (stereo not drawn),-12,1.4,1.4
COc1ccc(/C=C2\SC(=O)N(CCNC(=O)Cc3coc4cc(OC)ccc34)C2=O)cc1,-19,-0.3,-0.07
Cn1c(=O)[nH]c(=O)c2c1nc(CN1CCN(c3ccc(F)cc3)CC1)n2CCc1ccccc1,-329,-0.93,-0.59
O=C(C[n+]1cccc(/C=N/O)c1)N1CCCc2ccccc21,-53,.,.
CCCNC(=O)NCc1ccc(N2CCCC2=O)cc1,31,-0.27,-0.28
COc1cccc(Nc2nc(-c3ccc(O)cc3)cs2)c1,15,-2.2,-1.2

# Compound activity from PubChem BioAssay.

# This is a subset (hit frequency here may not be typical).
